Source: PubChem BioAssay (several laboratories)
GSH fluor: GSH bead compound fluorescence profile. 190,000 tested, 0.25% active. fluorescence (KMESF) at 10 µM. GSH beads flow cytometry, compound fluorescence 488/530 nm; active compounds read high; in the data active = fluorescence above about 89;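 note: glutathione beads carrying GST-tagged Bcl family fusion proteins plus one bare bead set; values are compound well signal with DMSO vehicle wells as background; inactives centre near 16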
Rac1 wt modul: alters GTP binding to wildtype human Rac1 | GST-Rac1 beads, fluorescent GTP binding, flow cytometry; actives lie on both sides; 0 = cold GTP competed, 100 = untreated | GTP binding activity (% of control), % at 10 µM | 190,000 tested, 0.27% active | AID 757;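 active = GTP binding activity at least 20 points away from the 100% control level, either lower or higher; inconclusive = compound flagged as likely green fluorescent, judged across all proteins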
Avidin fluor: compound fluoresces at 488/530 nm on avidin beads. fluorescence (KMESF) at 10 µM. 220,000 tested, 0.38% active. compound fluorescence 488/530 nm, flow cytometry; active compounds read high. AID 1775; in the data active = fluorescence above about 47; note: inactives centre near 10
HRas wt GTP bind: changes GTP binding to wildtype human HRas; P01112; GST-Ras wt beads, Bodipy-FL-GTP binding, flow cytometry; actives lie on both sides; GTP binding activity, % at 10 µM; 190,000 tested, 0.14% active;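 active = GTP binding activity at least 20% away from the 100% baseline, either lowered as inhibitor or raised as activator; inconclusive = flagged as likely green fluorescent, judged across all proteins in the well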;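 note: 0% = unlabeled GTP competition control and 100% = no-compound control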
Target sequence (P01112 whole entry, looked up): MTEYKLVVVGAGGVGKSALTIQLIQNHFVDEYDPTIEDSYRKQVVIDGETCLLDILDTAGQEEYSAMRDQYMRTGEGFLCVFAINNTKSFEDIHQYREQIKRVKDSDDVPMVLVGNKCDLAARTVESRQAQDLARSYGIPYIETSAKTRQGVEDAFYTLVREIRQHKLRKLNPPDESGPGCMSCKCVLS
ABCB1 block: human ABCB1 inhibition, ABCG2 as counter-screen; P08183; AID 1326; 190,000 tested, 0.067% active; inhibition, % at 6.6 µM; CCRF-Adr cells, JC-1 efflux, flow cytometry; in the data active = inhibition above about 40%;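 note: 0% = vehicle and 100% = reference inhibitor; higher value means more JC-1 retained so stronger ABCB1 efflux block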
Rab7 wt modul: dog Rab7 wildtype GTP binding, inhibitors and activators; GST-Rab7 beads, fluorescent GTP binding, flow cytometry; actives lie on both sides; untreated = 100%, excess cold GTP = 0%; AID 758; 190,000 tested, 0.055% active; GTP binding activity (percent of control), % at 10 µM;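 active = fluorescent GTP binding to Rab7 beads changed by at least 20 points from the 100% baseline, either direction, mostly lower; inconclusive = compound itself probably fluorescent, or too few beads counted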;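 note: median green fluorescence of bound Bodipy-FL-GTP per Rab7 bead population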
Rac1 mut GTP: modulators of GTP binding to human Rac1 activated mutant. P63000. GST-Rac1 activated beads, fluorescent GTP binding, flow cytometry; actives lie on both sides; 100% means binding = to untreated wells. percent activity (GTP binding), % at 10 µM. 190,000 tested, 0.11% active. AID 764;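 active = GTP binding at least 20 percentage points away from the 100% baseline, in either direction, so actives lie on both sides; inconclusive = Compound likely fluorescent itself, or too few beads counted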
Pf gamet viab: P. falciparum stage V gametocyte viability inhibition; P. falciparum stage V gametocytes, ATP luminescence, 24 h; inhibition, % at 10.9 µM; 150,000 tested, 0.065% active; AID 743093;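 active = inhibition above the mean plus 3 SD of compounds within the control limits, set per campaign, cut at about 38% in these data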;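 note: 0% = DMSO wells and 100% = medium only without gametocytes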
ABCG2 block: blocks JC-1 efflux by human ABCG2 transporter; IgMXP3 cells, flow cytometry; 190,000 tested, 0.1% active; inhibition, % at 6.6 µM; AID 1325; Q9UNQ0;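 active = inhibition above 80%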;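 note: 0% = DMSO and 100% = nicardipine control wells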
Target sequence (Q9UNQ0 whole entry, looked up): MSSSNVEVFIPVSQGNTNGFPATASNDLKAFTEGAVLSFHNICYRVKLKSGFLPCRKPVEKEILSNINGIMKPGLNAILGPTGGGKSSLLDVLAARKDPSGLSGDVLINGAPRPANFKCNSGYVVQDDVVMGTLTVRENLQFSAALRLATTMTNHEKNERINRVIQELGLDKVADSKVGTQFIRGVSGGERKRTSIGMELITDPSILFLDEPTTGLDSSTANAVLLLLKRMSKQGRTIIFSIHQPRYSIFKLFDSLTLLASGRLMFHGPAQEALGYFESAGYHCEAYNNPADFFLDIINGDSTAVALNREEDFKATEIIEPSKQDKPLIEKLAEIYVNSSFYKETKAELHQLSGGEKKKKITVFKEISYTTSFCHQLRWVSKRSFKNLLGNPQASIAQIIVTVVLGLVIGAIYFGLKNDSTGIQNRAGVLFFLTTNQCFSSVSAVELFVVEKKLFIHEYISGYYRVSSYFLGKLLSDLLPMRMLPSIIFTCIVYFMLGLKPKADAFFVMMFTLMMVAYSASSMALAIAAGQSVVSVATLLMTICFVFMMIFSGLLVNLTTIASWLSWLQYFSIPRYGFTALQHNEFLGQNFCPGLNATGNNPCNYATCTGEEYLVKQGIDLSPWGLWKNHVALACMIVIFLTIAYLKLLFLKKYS
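material = IgMXP3 (ABCG2) plus far-red-tagged CCRF-Adr (ABCB1) cells | amount = 3 million cells/mL, equal mix of both lines | also added = JC-1 transporter substrate | dosing = one concentration, 6.6 µM final | schedule = 10 min at 25 °C | measured by = flow cytometric JC-1 green MFI at 530 nm | read-out basis = percent efflux inhibition, scaled nicardipine 100% to DMSO 0%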
Rab2A wt mod: changes GTP binding to wildtype dog Rab2A, up or down; GST-Rab2 wt beads, Bodipy-GTP binding, flow cytometry; P61105; GTP binding activity, % at 10 µM; 190,000 tested, 0.19% active;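 active = GTP binding activity at least 20 points away from 100%, either lowered or raised; inconclusive = signal likely due to the compound's own green fluorescence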;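 note: 0% = beads with excess unlabeled GTP and 100% = no-compound control corrected for plate trend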
Cdc42 wt: human Cdc42 wildtype GTP binding change, either direction. P60953. GST-Cdc42 beads, Bodipy-GTP binding, flow cytometry; actives lie on both sides. percent activity (GTP binding), % at 10 µM. 190,000 tested, 0.2% active. AID 761;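 active = percent activity GTP binding at least 20 points away from the 100% baseline, either down as inhibitor or up as activator; inconclusive = compound flagged as likely green fluorescent from well-wide comparison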;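 note: median bead fluorescence of bound Bodipy-FL-GTP at 100 nM; 0% = excess unlabeled GTP control and 100% = no compound control; below 100% means less GTP binding so inhibitor and above means activator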
Target sequence (P60953 whole entry, looked up): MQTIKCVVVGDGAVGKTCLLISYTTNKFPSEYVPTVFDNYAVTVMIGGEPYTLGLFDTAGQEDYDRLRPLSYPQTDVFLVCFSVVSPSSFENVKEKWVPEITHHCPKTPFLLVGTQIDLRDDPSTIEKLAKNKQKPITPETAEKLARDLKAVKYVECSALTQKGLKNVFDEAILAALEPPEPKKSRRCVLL
Starred values were filed as active, the others as inactive; ? = inconclusive; . = not tested or not shown.

SMILES | GSH fluor | Rac1 wt modul | Avidin fluor | HRas wt GTP bind | ABCB1 block | Rab7 wt modul | Rac1 mut GTP | Pf gamet viab | ABCG2 block | Rab2A wt mod | Cdc42 wt
O=C(O)c1ccc2c(c1)S(=O)(=O)N=C1CCCCCN12 | 14 | 97 | 11 | 92 | 1.2 | 96 | 98 | . | 5 | 96 | 96
CCCOc1nnnn1-c1ccccc1 | 60 | 101 | 14 | 103 | 0.8 | 96 | 99 | . | 2 | 103 | 102
COc1ccc2nc(N3C(=O)CC(C(C)c4ccccc4)C3=O)sc2c1 (stereo not drawn) | 14 | 101 | 21 | 98 | 0.2 | 95 | 99 | . | 2 | 98 | 101
COc1cc(C)c(Cl)cc1S(=O)(=O)N1CCCC1 | 17 | 96 | 9 | 95 | 0.5 | 96 | 95 | 4 | 3 | 97 | 97
CS(=O)(=O)N1CCN(c2ccccc2NC(=O)c2cccnc2)CC1 | 17 | 107 | 8 | 104 | 0.3 | 104 | 101 | . | 2 | 102 | 105
COc1ccc2oc(=O)c(C(=O)O)cc2c1 | 12 | 94 | 44 | 96 | -0.1 | 96 | 97 | . | 0 | 94 | 98
O=C(Nc1ccc(OC(F)(F)F)cc1)c1ccc2ccccc2n1 | 15 | 100 | 10 | 99 | -0.9 | 107 | 95 | -3 | 31 | 99 | 102
Cc1n[nH]c(=O)nc1NCc1ccc(Cl)cc1 | 51 | 101 | 11 | 101 | 0.5 | 100 | 100 | -14 | 2 | 101 | 102
Cc1c(C(=O)NCc2ccc3c(c2)OCO3)sc2nc(-c3ccc(F)cc3)cn12 | 13 | 99 | 19 | 97 | 0.3 | 102 | 96 | . | 14 | 96 | 97
CC(Oc1ccc(Cl)cc1)C(=O)NCCN1C(=O)S/C(=C\c2cccnc2)C1=O (stereo not drawn) | 9 | 106 | 2 | 103 | 12 | 101 | 96 | 1 | 17 | 103 | 102
Cc1ccc(C2CC(=O)NC(SCc3ccccc3)=C2C#N)cc1 (stereo not drawn) | 15 | 104 | 7 | 101 | 0.8 | 93 | 103 | . | 5 | 100 | 98
O=C(Cn1nc(-c2ccccc2)ccc1=O)NCCN1CCN(Cc2ccccc2)CC1 | 25 | 98 | 24 | 96 | -0.2 | 100 | 99 | -8 | 2 | 96 | 97
CCOC(=O)c1cnc(-c2ccccc2)nc1Oc1ccccc1 | 24 | 103 | 30 | 101 | 0.5 | 98 | 102 | 21 | 3 | 100 | 105
COc1ccccc1Nc1nc(N)nc(CN2CCN(c3ccccc3)CC2)n1 | 19 | 106 | 8 | 107 | 0.7 | 100 | 101 | -24 | 3 | 106 | 108
Cc1ccc(-n2nc3c(SCCN4CCOCC4)nnc(C)c3c2C)cc1 | 17 | 100 | 18 | 100 | 0.4 | 101 | 99 | . | 4 | 99 | 99
Cc1cccc(C(=O)N/N=C2/SCC(=O)N2Cc2ccccc2)c1 | 27 | 98 | 14 | 99 | 0.6 | 98 | 97 | 1 | 2 | 98 | 97
CCC(=O)Oc1c(C(=O)CC)cc2c(C)cc(=O)oc2c1C | 9 | 102 | 16 | 102 | 0.8 | 100 | 99 | . | 18 | 99 | 101
CCOC(=O)C1CCN(C(=O)CCCN2C(=O)c3ccccc3C2=O)CC1 | 10 | 97 | 24 | 98 | -0.2 | 95 | 99 | 8 | -1 | 97 | 96
CC1=C(C)CS(=O)N(S(=O)(=O)c2ccc(Cl)cc2)C1 (stereo not drawn) | 25 | 102 | 9 | 98 | -0.1 | 101 | 98 | . | 9 | 98 | 99
O=C(NCCN1CCOCC1)C1CCN(Cc2ccccc2O)CC1 | 11 | 105 | 33 | 102 | 0.1 | 103 | 100 | -33 | 8 | 103 | 101
c1coc(-c2nnc3n2C2(CCCC2)Cc2ccccc2-3)c1 | 26 | 109 | 17 | 102 | 0.5 | 102 | 98 | 0 | 1 | 102 | 103
Cn1cnnc1SCC(=O)Nc1nc(-c2ccc(F)cc2)cs1 | 13 | ? | 11 | ? | 0.0 | ? | ? | . | 1 | ? | ?
O=S(=O)(Nc1ccccn1)c1cnc(Cl)c(Br)c1 | 12 | 104 | 12 | 101 | 0.2 | 100 | 99 | . | 0 | 100 | 103
N#Cc1nc(Cc2cccc3ccccc23)oc1N1CCN(c2ccccc2)CC1 | 6 | 103 | 18 | 104 | 1.2 | 108 | 97 | . | 8 | 105 | 105
CCCCNS(=O)(=O)c1ccc2nc(-c3cccnc3)cc(C(=O)NC3CC3)c2c1 | 17 | 98 | 6 | 97 | 0.4 | 100 | 97 | . | 3 | 99 | 100
SMILES | GSH fluor | Rac1 wt modul | Avidin fluor | HRas wt GTP bind | ABCB1 block | Rab7 wt modul | Rac1 mut GTP | Pf gamet viab | ABCG2 block | Rab2A wt mod | Cdc42 wt
COc1ccccc1CNC(=O)c1ccoc1C | 33 | 104 | 14 | 101 | 0.0 | 101 | 99 | -9 | 11 | 99 | 96
O=C(NCc1ccccn1)c1ccc(Cn2c(=S)[nH]c3ccc(Br)cc3c2=O)cc1 | 11 | 94 | 12 | 93 | -0.1 | 95 | 95 | -6 | -2 | 94 | 94
CN1CCN(Cc2nc3ccccc3c(=O)n2CC#N)CC1 | 13 | 100 | 11 | 99 | 0.7 | 103 | 97 | -7 | 3 | 103 | 101
Cc1cccc(N2C(=O)CSC2c2cccnc2)c1 (stereo not drawn) | 42 | 97 | 3 | 99 | 0.4 | 99 | 99 | . | 2 | 100 | 99
Fc1ccc(-c2cc(C(F)(F)F)nc(N3CCCCC3)n2)cc1 | 21 | 104 | 12 | 104 | -3.3 | 100 | 101 | 13 | -4 | 104 | 104
CCOc1ccc(NC(=O)C(C)Oc2ccccc2C(=O)Nc2cccc(Cl)c2Cl)cc1 (stereo not drawn) | 20 | 97 | 7 | 98 | 0.6 | 96 | 97 | . | 4 | 97 | 99
CCCn1c(SCC(=O)Nc2ccccc2-c2ccccc2)nnc1-c1ccoc1C | 39 | 101 | 5 | 99 | 39 | 97 | 100 | . | 33 | 98 | 98
CC(=O)Nc1ccc(C(=O)OCC(=O)NC(=O)NC2CCCCC2)cc1 | 6 | 99 | 15 | 100 | 0.1 | 99 | 97 | 11 | 1 | 98 | 98
COC(=O)C1CCN(c2nc3ccccc3nc2C(C#N)C(=O)NCCc2ccccc2)CC1 (stereo not drawn) | 19 | 102 | 21 | 98 | 0.7 | 94 | 95 | . | 3 | 95 | 102
Cc1ccc(C(=O)Nc2ccc(C)c(S(=O)(=O)Nc3ccccc3Cl)c2)s1 | 5 | 95 | 6 | 93 | 0.6 | 87 | 95 | -2 | 5 | 92 | 94
CCC(C)(C(=O)NC1CCCCC1)N(C(=O)CNC(C)=O)c1c(C)n(C)n(-c2ccccc2)c1=O (stereo not drawn) | 52 | 100 | 7 | 98 | -0.1 | 101 | 95 | . | -1 | 97 | 97
CCOC(=O)c1cn2nc(-c3ccc(OC)cc3)cc2nc1C1CCN(C(=O)OC(C)(C)C)CC1 | 23 | 103 | 21 | 98 | 51* | 99 | 98 | -1 | 27 | 98 | 99
CC(=O)OCCNc1nc(-c2ccccc2)nc2ccccc12 | 20 | 98 | 11 | 98 | 0.4 | 104 | 96 | -5 | 3 | 98 | 94
Cn1cc(CN2CCc3sccc3C2)c(-c2ccccc2F)n1 | 10 | 102 | 4 | 98 | 1.0 | 102 | 96 | -5 | 3 | 99 | 100
CCOC(=O)CSc1nc(C)c(C(=O)OCC)s1 | 26 | 93 | 7 | 95 | 0.3 | 91 | 94 | . | 3 | 95 | 98
CCC1C(C#N)=C(N)OC2=C1C(=O)CC(C)(C)C2 (stereo not drawn) | 27 | 101 | 6 | 100 | 0.6 | 102 | 100 | -18 | -1 | 102 | 98
COc1ccc(/C=C/C(=O)NC2=NCCS2)cc1OC | 25 | 96 | 9 | 98 | -0.1 | 102 | 95 | 8 | 1 | 101 | 96
Cc1ccc(-c2cc(C(=O)Nc3ccc4c(c3)OCCO4)c3ccccc3n2)cc1 | 28 | 97 | 13 | 95 | 1.3 | 96 | 96 | . | 7 | 96 | 101
Cc1cccc(-c2nsc(SCC(=O)N3CCCC3)n2)c1 | 5 | 98 | 9 | 96 | 0.1 | 98 | 96 | . | 0 | 96 | 96
O=C(CCCn1c(=S)[nH]c2cc3c(cc2c1=O)OCO3)NCc1ccco1 | 8 | 96 | 18 | 93 | -0.1 | 91 | 92 | 21 | 1 | 93 | 96
Cc1sc(NC(=O)CSc2nnc(C(C)C)n2C)c(C#N)c1C | 21 | 106 | 20 | 103 | 1.2 | 99 | 101 | -11 | 3 | 103 | 103
COc1ccc(CNCc2cn(-c3cccc(F)c3)nc2-c2ccc(C)o2)cc1 | 14 | 100 | 2 | 100 | 4.1 | 101 | 97 | -1 | 8 | 100 | 98
COc1ccc(Cn2c(=O)sc3ccccc32)cc1OC | 20 | 95 | 7 | 100 | 1.5 | 99 | 97 | 16 | 6 | 98 | 100

In the list so far, seven contain a Cl atom:
SMILES | GSH fluor | Rac1 wt modul | Avidin fluor | HRas wt GTP bind | ABCB1 block | Rab7 wt modul | Rac1 mut GTP | Pf gamet viab | ABCG2 block | Rab2A wt mod | Cdc42 wt
COc1cc(C)c(Cl)cc1S(=O)(=O)N1CCCC1 | 17 | 96 | 9 | 95 | 0.5 | 96 | 95 | 4 | 3 | 97 | 97
Cc1n[nH]c(=O)nc1NCc1ccc(Cl)cc1 | 51 | 101 | 11 | 101 | 0.5 | 100 | 100 | -14 | 2 | 101 | 102
CC(Oc1ccc(Cl)cc1)C(=O)NCCN1C(=O)S/C(=C\c2cccnc2)C1=O (stereo not drawn) | 9 | 106 | 2 | 103 | 12 | 101 | 96 | 1 | 17 | 103 | 102
CC1=C(C)CS(=O)N(S(=O)(=O)c2ccc(Cl)cc2)C1 (stereo not drawn) | 25 | 102 | 9 | 98 | -0.1 | 101 | 98 | . | 9 | 98 | 99
O=S(=O)(Nc1ccccn1)c1cnc(Cl)c(Br)c1 | 12 | 104 | 12 | 101 | 0.2 | 100 | 99 | . | 0 | 100 | 103
CCOc1ccc(NC(=O)C(C)Oc2ccccc2C(=O)Nc2cccc(Cl)c2Cl)cc1 (stereo not drawn) | 20 | 97 | 7 | 98 | 0.6 | 96 | 97 | . | 4 | 97 | 99
Cc1ccc(C(=O)Nc2ccc(C)c(S(=O)(=O)Nc3ccccc3Cl)c2)s1 | 5 | 95 | 6 | 93 | 0.6 | 87 | 95 | -2 | 5 | 92 | 94

Compounds as they come; about 1.1% have a hit in one of these screens.
